# Screening results deposited in PubChem BioAssay by National Center for Advancing Translational Sciences (NCATS).
# HepG2 viability = HepG2 cytotoxicity, counter-screen for TGF-b inhibitors | HepG2 CAGA-GFP viability, ATP luminescence, 18 h | Potency, µM (series often up to 46.1 µM), for the others: top-dose activity change, negative = cytotoxicity, hits mostly cytotoxic | actives 0.76% (n = 410,000); also: potency is read from the fitted curve at half-maximal effect; some results filed as inactive show a strong effect at the top dose
#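 CellTiter-Glo luminescence gave cytotoxicity after 18 hours at 37 degrees C. The cells were HepG2 CAGA-GFP in 1% FBS DMEM, stimulated with 500 pg/mL TGF-beta after compound addition. %Activity was normalised to no-cell wells (complete cell-killing) and DMSO (no toxicity), and curves were fitted and classified.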
# TGFb SMAD3 inh = inhibitors of TGF-b signaling. AID 588855. actives 1.2% (n = 410,000). Potency, µM (titrated, usually from 46.1 µM), for the others: at the top dose activity, negative = inhibition, hits mostly inhibitors. HepG2 CAGA-GFP TGF-b/SMAD3 reporter, GFP fluorescence, 18 h; TGF-beta stimulated, 500 pg/mL final; also: potency is read from the fitted curve at half-maximal effect; % is scaled to controls: 0 for no effect and ±100 for the full control effect; nearly all actives have a fitted effect of over 65% in size
#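 Smad-responsive CAGA-GFP expression was quantified in HEPG2 cells exposed to compounds and 500 pg/mL final TGF-beta for 18 h at 37 degrees C; unstimulated wells defined full inhibition.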
# ATXN viability = reduces viability in counter-screen for ATXN expression inhibitors | S2 cells (HEK-293 line with an ATXN2-luciferase reporter) viability, CellTiter-Fluor protease fluorescence, 24 h | Potency, µM (top dose mostly 56.7 µM), usual class: cytotoxic | actives 0.49% (n = 400,000); also: potency is read from the fitted curve at half-maximal effect; nearly all actives have a fitted effect of over 40% in size
# Nrf2 activator = activators of Nrf2 (ARE) signaling; AREc32 ARE-luciferase reporter (MCF7-derived line), luminescence, 24 h; Potency, µM (titrated, usually from 46.1 µM), without a hit: at the highest dose activation, hits mostly activators; actives 0.31% (n = 410,000); also: potency is read from the fitted curve at half-maximal effect; % of control where 0% means no effect; nearly all actives have a fitted effect of over 65% in size
#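 ARE-driven firefly luciferase activity in AREc32 cells measured after a 24 hr compound exposure at 37 deg C, using Steady-Glo reagent and a 30 min room-temperature hold.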
# CCT modulator = modulators of cytosolic chaperonin (CCT/TRiC) activity. purified chaperonin ATPase assay, HTRF ADP detection, 30 min. activity change, % (no concentration beside the values), hits read low. actives 0.3% (n = 360,000). AID 651819; in the data active = activity change below about -30%; also: % is scaled to controls: 0 for no effect and ±100 for the full control effect
#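 First, chaperonin was dispensed at 40 nM or 20 nM final depending on batch activity. Next, compounds were pinned at 76 uM and ATP added at 10 uM. After 30 min at 37 °C, ADP detection reagents ran 30 min at ambient temperature.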
# Akt phos inh = Akt phosphorylation inhibition | Neuro2A IGF-stimulated pAkt S473 HTRF, 20 min; hits give low values | activity change, % for hits at 50 µM | actives 0.32% (n = 360,000) | AID 651550; in the data active = activity change below about -80%; inconclusive = mostly about -51% to -80%; also: % is scaled to controls: 0 for no effect and ±100 for the full control effect
#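 Single-point screen (50 µM final compound) in Neuro2A cells stimulated 20 min with 6 nM IGF at 37 deg C. After lysis, Ser473-phosphorylated Akt read by HTRF (ex 330 nm, em 615/665 nm) as the 665/615 ratio.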
# Nrf2 inh = Nrf2 pathway inhibition; A549 ARE-Fluc reporter, luciferase luminescence, 18-24 h; Potency, µM (doses to about 46 µM), inactives show at the highest dose activity change, negative = inhibition, hits mostly inhibitors; actives 2.1% (n = 360,000); AID 504444; also: potency is read from the fitted curve at half-maximal effect; % is scaled to controls: 0 for no effect and ±100 for the full control effect; nearly all actives have a fitted effect of over 60% in size
#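 Two sequential reads on A549 ARE_Fluc cells exposed to compound for 18-24 h: a CellTiter-Fluor fluorescence read for viability, then a luciferase luminescence read for Nrf2/ARE activity.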
# MmCpn inh = M. maripaludis TRiC chaperonin inhibition; actives 0.031% (n = 330,000); Potency, µM (highest dose often 76.9 µM), for inactives: at the top dose activity, negative = inhibition, actives largely listed as inhibitors; purified Mm-Cpn ATPase, ADP Transcreener TR-FRET; also: potency is read from the fitted curve at half-maximal effect; % is scaled to controls: 0 for no effect and ±100 for the full control effect; nearly all actives have a fitted effect of over 80% in size
#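 Measured: ADP formation by purified Mm-CPN. Conditions: 25 nM protein, 10 uM ATP, Tris pH 7.4 with Mg2+, K+ and DTT, 37°C for 30 min. Detection: Transcreener HTRF after 30 min at room temperature.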
# A549 tox = kills or reduces viability of A549 cells in Nrf2 counter-screen; actives 0.16% (n = 390,000); Potency, µM (doses to about 46 µM), without a hit: at the highest dose activity change, negative = cytotoxicity, usual class: inhibitors; A549 ARE-Fluc cells, CellTiter-Fluor viability, 18-24 h; also: potency is read from the fitted curve at half-maximal effect; % is scaled to controls: 0 for no effect and ±100 for the full control effect
#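 A549 ARE-Fluc cells in 5% FBS OPTI-MEM, 5000 cells/well, rested 2 h then exposed to compounds in concentration-response for 18-24 h at 37 °C. Viability by CellTiter-Fluor fluorescence (Ex 405/Em 525) after 30 min; luciferase luminescence (BugLite, 15 min, RT) read afterwards.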
# * marks the source's active call; other numbers are inactive results; i = inactive; u = inconclusive; x = not tested or not shown; [ ] = another dose, or the depositor's remark. Unless noted, calls follow the shape of the dose curve; as a rule, active = well fitted curve in the direction sought with a large enough effect; inconclusive = small, poorly fitted or top-dose-only effect, or another doubt; inactive = no such curve, though single readings can be large; an effect the other way counts as inactive or inconclusive.
SMILES,HepG2 viability,TGFb SMAD3 inh,ATXN viability,Nrf2 activator,CCT modulator,Akt phos inh,Nrf2 inh,MmCpn inh,A549 tox
COc1ccc(CNC(=O)Cn2nnc(-c3ccc(NC(=O)C4CCCCC4)cc3)n2)cc1,-8%,-4%,i,2.2%,0.2,i,u,-2%,-3%
N#Cc1c2n(c(=S)n(-c3ccccc3[N+](=O)[O-])c1=O)CCCCC2,-17%,8%,i,-0.5%,-1.4,i,-10%,0%,11%
CCOC(=O)Cc1csc(NC(=S)NC(=O)c2cccc([N+](=O)[O-])c2)n1,9%,0%,i,3.8%,-0.3,i,7%,3%,-4%
CCOC(=O)c1sc(NC(C)=O)nc1C,-7%,-4%,i,0.3%,-2.3,i,-21%,-1%,-3%
CCOc1cc(/C=N/NC(=O)Cn2nc([N+](=O)[O-])cc2C)cc(Br)c1OCc1ccccc1C,-47%,16%,i,-0.7%,-2.7,i,u,1%,-24%
O=C(NC1CCCC1)c1ccc2c(=O)n(Cc3ccccc3)c(SCc3ccc([N+](=O)[O-])cc3)nc2c1,2%,-8%,x,0.3%,x,x,x,x,8%
Cc1ccsc1C(=O)NCC(=O)OCc1ccccc1,5%,0%,i,1.8%,-4.1,i,10%,0%,10%
CCOc1ccc(N2C(=O)Nc3ccccc3C2(O)C(=O)NCc2ccc(C)cc2)cc1 (stereo not drawn),-1%,22%,i,2.6%,-3.0,i,u,-7%,-10%
COC(=O)c1ccc(CNCC(O)COc2ccc(-c3ccccc3)cc2)cc1 (stereo not drawn),3%,5%,i,-0.2%,0.7,i,-11%,0%,-1%
Cc1ccc(NC(=O)c2c([N+](=O)[O-])cnn2C)cc1C,-1%,7%,i,0.2%,1.4,i,u,3%,0%
CC1(C)N=C(N)N=C(N)N1c1cccc(CC(=O)Nc2ccccc2)c1,-55%,-2%,i,-0.5%,-0.7,i,x,x,x
Cn1c(CNC(=O)c2ccc(F)cc2)nc2ccccc21,-5%,0%,i,6.5%,-2.5,i,-2%,1%,7%
NC(=O)c1ccc(NC(=O)Nc2ccc3c(c2)OCO3)cc1,-6%,-1%,i,-0.3%,-2.2,i,15%,-16%,-8%
COc1ccc(OC)c(CN2CCN(C(=O)c3ccco3)CC2)c1,6%,-15%,i,-0.7%,-1.3,i,-20%,2%,6%
COCc1nnc(NC(=O)CSc2ccc(C)cc2)s1,2%,0%,i,0.1%,-1.4,i,4%,-2%,1%
CCCCN(C(=O)C1CC(=O)N(c2ccc(OC)cc2OC)C1)c1c(N)n(CC(C)C)c(=O)[nH]c1=O (stereo not drawn),0%,-7%,i,0.4%,3.2,i,24%,u,8%
O=C(NC1CCCCNC1=O)c1ccco1 (stereo not drawn),-4%,8%,u,0.3%,-0.9,i,-3%,1%,-5%
O=S(=O)(Nc1c(S(=O)(=O)c2ccccc2)c2nc3ccccc3nc2n1C1CCCCC1)c1ccccc1,-27%,u,i,0.3%,1.5,i,u,0%,-24%
CCOC(=O)c1sc(C)c2c(=O)n(CC)nnc12,5%,15%,i,2.6%,-1.8,i,-15%,0%,4%
N/C(Cc1cccc2ccccc12)=N\O,18%,-2%,i,1.6%,-1.0,i,11%,0%,-1%
CCOC(=O)c1oc2ccc(/C=N/O)c(Cl)c2c1C,5%,-2%,i,u,3.2,i,u,1%,-4%
Cc1nn(Cc2ccc(Cl)cc2)c(C)c1NC(=O)CSc1nc2c(c(C(F)(F)F)n1)CCc1ccccc1-2,0.63µM*,-23%,u,-0.2%,-1.5,i,9.2µM*,1%,u
CCOC(=O)c1oc2ccc(CNC(C)(C)C)c(Cl)c2c1C,-7%,8%,i,-0.3%,-5.3,i,30%,2%,27%
CCn1c(SCC(=O)Nc2ccc3c(c2)OCCO3)nnc1C(C)C,3%,7%,i,-1.0%,-2.8,i,6%,-3%,-6%
CC(=O)Nc1ccc(S(=O)(=O)NCc2ccc3c(c2)CCN3C(C)=O)cc1,-3%,-11%,x,1.8%,x,x,x,x,0%
CC(C)Cc1nnc(NC(=O)c2cc3c(s2)CCC3)s1,19%,1%,i,3.1%,0.6,i,u,-4%,-2%
CC(=C\C(=O)O)/C(=C/c1ccco1)C(=O)O,14%,11%,i,2.7%,0.8,i,0%,2%,1%
Cc1ccc(S(=O)(=O)Nc2cc(-c3nn(C)c(=O)c4ccccc34)ccc2N2CCOCC2)cc1,-5%,-42%,i,-0.5%,0.1,i,u,-1%,-25%
O=C(c1[nH]c(C(F)(F)F)nc1-c1ccccc1)N1CCN(c2ncc(C(F)(F)F)cc2Cl)CC1,-43%,u,u,0.4%,0.2,i,x,x,x
CN(Cc1cccs1)C(=O)c1ccc(S(=O)(=O)NCc2ccco2)cc1,8%,-6%,i,-0.5%,-0.6,i,-1%,2%,7%
N#CC(C#N)=C1c2cc(S(N)(=O)=O)ccc2-c2ccc(S(N)(=O)=O)cc21,-15%,-11%,i,9.5%,-1.3,i,u,-5%,-13%
Cc1ccnc(Nc2nc(-c3sc(C)nc3C)cs2)c1,3.2µM*,6.3µM*,u,-1.5%,-1.4,i,u,x,-1%
CCNC(=O)/C=C1\NC(C)(C)Cc2c1ccc1ccccc21,-26%,-18%,i,3.4%,-5.2,i,-16%,-1%,-4%
C=CCn1c(SCc2nc3cc(C(F)(F)F)ccc3c(=O)[nH]2)nc2sc(CC)cc2c1=O,-3%,13%,i,2.7%,-0.7,i,-1%,-4%,0%
COc1cc2nc(CN3CCN(S(=O)(=O)c4ccc(C)c(C)c4)CC3)[nH]c(=O)c2cc1OC,-2%,20%,x,0.4%,0.2,i,u,1%,1%
CS(=O)(=O)Nc1ccc(S(=O)(=O)N2CCCCCC2)cc1,9%,19%,i,0.2%,0.6,i,1%,-4%,0%
CNC(=S)N1CCN=C1Nc1nc(C)cc(C)n1,-1%,17%,i,2.4%,1.6,i,-17%,2%,0%
N#CCC(=O)N/N=C/c1cc([N+](=O)[O-])ccc1N1CCOCC1,-13%,-17%,i,3.0%,-3.6,i,u,-3%,-1%
CN(C)/N=C1\CCS(=O)(=O)c2sccc21,6%,-6%,i,3.5%,-0.8,i,9%,-5%,1%
CCOc1ccc(-c2nc(N)ncc2Oc2ccccc2Br)c(O)c1,11µM*,u,i,0.7%,-1.5,i,u,-1%,-10%
C/C=C/c1ccc(OCCCCN2CC(C)CC(C)C2)c(OC)c1 (stereo not drawn),-43%,-14%,i,-0.8%,-0.1,i,25%,-6%[15.4 µM],-2%
O=C(Nc1cccc2ccccc12)NC1CC1,-15%,-5%,i,5.6%,-4.2,i,x,x,x
Cc1ccc2nc(N(Cc3cccnc3)C(=O)c3cccs3)sc2c1,-20%,-21%,x,0.8%,x,x,x,x,-5%
Cc1cccc(N2CCN(C(=O)c3ccc(NC(=O)c4nsc5ccccc45)cc3)CC2C)c1 (stereo not drawn),-46%,-21%,u,-0.5%,x,x,x,x,-26%
CCOc1ccc(N2C(=O)c3cccnc3C2Nc2ccc(C)c(C)c2)cc1 (stereo not drawn),3%,-9%,u,-0.4%,0.7,i,-4%,-6%,-3%
COc1cc(CNCCc2c[nH]c3ccccc23)ccc1OCc1ccc(F)cc1,-115%,u,x,-2.9%,-1.5,i,12%,1%,2%
Cc1ccc(Cl)c(OCC(=O)OCC(=O)NC2CCCc3ccccc32)c1 (stereo not drawn),8%,12%,i,-0.1%,2.3,i,u,-2%,11%
C[C@@H](C(=O)Nc1ccc2ccccc2c1)[C@H]1C[C@]1(C)[C@H](N)c1ccccc1,-7%,-20%,x,x,x,x,1%,x,1%

# In the list so far, 3 contain a CF3 group:
SMILES,HepG2 viability,TGFb SMAD3 inh,ATXN viability,Nrf2 activator,CCT modulator,Akt phos inh,Nrf2 inh,MmCpn inh,A549 tox
Cc1nn(Cc2ccc(Cl)cc2)c(C)c1NC(=O)CSc1nc2c(c(C(F)(F)F)n1)CCc1ccccc1-2,0.63µM*,-23%,u,-0.2%,-1.5,i,9.2µM*,1%,u
O=C(c1[nH]c(C(F)(F)F)nc1-c1ccccc1)N1CCN(c2ncc(C(F)(F)F)cc2Cl)CC1,-43%,u,u,0.4%,0.2,i,x,x,x
C=CCn1c(SCc2nc3cc(C(F)(F)F)ccc3c(=O)[nH]2)nc2sc(CC)cc2c1=O,-3%,13%,i,2.7%,-0.7,i,-1%,-4%,0%

# More results follow:
SMILES,HepG2 viability,TGFb SMAD3 inh,ATXN viability,Nrf2 activator,CCT modulator,Akt phos inh,Nrf2 inh,MmCpn inh,A549 tox
CC1CCN(C(=O)/C(=C\c2ccccc2F)NC(=O)c2ccccc2)CC1,12%,39%[activator],i,-0.1%,2.2,i,5%,0%,-8%
Cc1cccc(-n2c(C)cc(C(=S)N3CCOCC3)c2C)c1C,8%,-12%,i,0.2%,-4.0,i,-7%,0%,-2%
CC(OC(=O)Cc1c(F)cccc1Cl)C(=O)NCCC1=CCCCC1 (stereo not drawn),-24%,u,i,0.1%,-0.4,i,-4%,-2%,14%
Cc1cc(C)cc(OCC(=O)N(Cc2ccc(C)o2)C2CCS(=O)(=O)C2)c1 (stereo not drawn),-11%,x,x,0.6%,x,x,-15%,x,2%
COC(=O)c1ccc(S(=O)(=O)N2Cc3ccccc3C2)cc1,6%,5%,i,0.2%,0.3,i,5%,-3%,2%
CCc1nc2c(OCCC3CCCCC3)cccn2c1N(C=O)Cc1ccc(OC)cc1,20µM*,u,i,-2.5%,-0.6,i,x,x,x
O=C(COC(=O)CSc1nnc(-c2ccc(Cl)cc2)o1)Nc1cc(Cl)ccc1Cl,1%,5%,i,10%,0.7,i,0%,-22%,2%
O=C(NCCc1cccc(F)c1)/C(=C/c1cccnc1)NC(=O)c1ccccc1,-4%,-1%,i,-0.3%,1.8,i,6%,0%,-3%
